hK5 inh: kallikrein 5 (human) inhibition; recombinant hK5, fluorogenic AMC substrate cleavage; inhibition, % at 5 µM; 210,000 tested, 0.59% active; AID 873;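 active means inhibition of 40% or more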;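 further: 0% = enzyme controls without compound and 100% = no-enzyme blanks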
Wee1 degr inh: human Wee1 degradation inhibition, primary screen | reporter increase, % at 5 µM | 220,000 tested, 1.2% active | HeLa Luc-Wee1K328M stability, luciferase luminescence; 100% = proteasome inhibitor MG132 effect;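 active means activation above the mean of all tested compounds plus 3 SD, set per screening run, cut at about 8.8% in these data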;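 further: cells exposed to compound for 20 h before luminescence read; 0% = DMSO alone and 100% = MG132 at 30 µM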
MDM2 E3 inh: Mdm2 E3 ligase (human) inhibition; Q00987; cell-based MDM2 ubiquitination luciferase reporter, 2 h; 0 = plate control, 100 = twice control, blank-subtracted; signal enhancement, % at 5 µM; 210,000 tested, 0.11% active; AID 1230;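 active means signal enhancement of 30% or more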;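 further: luminescence tracks abundance of the self-degrading MDM2-luciferase fusion protein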
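Material: Stable MDM2–luciferase fusion reporter cells | Amount: 2000 cells seeded into each well | Dosing: One concentration, 5 µM, with 0.2% DMSO | Incubation: 4 h cell settling then 2 h compound exposure, 37 °C | Measured by: Luciferase luminescence | Read-out basis: % enhancement relative to plate controls after blank subtraction | Benchmarks: Control and blank well means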
Rad51 HR inh: blocks human Rad51 in homologous recombination. inhibition, % at 10 µM. hRad51 DNA strand exchange, fluorescence dequenching. 200,000 tested, 0.085% active. Q06609;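 active means inhibition above 40% at the single screening dose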;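 further: 0% = DMSO control wells and 100% = blanks with heterologous ssDNA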
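Assay system: Human Rad51 nucleoprotein filaments preassembled on unlabelled ssDNA | Reagent: Donor/quencher-labelled 47-bp dsDNA substrate | Doses: One concentration, 10 µM final | Times: 37 °C 15-min filament assembly, 30-min compound preincubation, 15-min exchange | Technique: Fluorescein emission 520 nm, excitation 485 nm | Benchmarks: Plate control and blank wells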
FXIIa inh 1536: inhibitors of human coagulation factor XIIa | inhibition, % at 5 µM | purified FXIIa, Boc-QGR-AMC fluorogenic substrate, 2 h | 220,000 tested, 0.3% active; in the data active means inhibition above about 40%;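 further: 0% = enzyme with no compound and 100% = blank without enzyme; many of its hits are not listed in these tables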
Target sequence (P00748 20-372 limits assumed): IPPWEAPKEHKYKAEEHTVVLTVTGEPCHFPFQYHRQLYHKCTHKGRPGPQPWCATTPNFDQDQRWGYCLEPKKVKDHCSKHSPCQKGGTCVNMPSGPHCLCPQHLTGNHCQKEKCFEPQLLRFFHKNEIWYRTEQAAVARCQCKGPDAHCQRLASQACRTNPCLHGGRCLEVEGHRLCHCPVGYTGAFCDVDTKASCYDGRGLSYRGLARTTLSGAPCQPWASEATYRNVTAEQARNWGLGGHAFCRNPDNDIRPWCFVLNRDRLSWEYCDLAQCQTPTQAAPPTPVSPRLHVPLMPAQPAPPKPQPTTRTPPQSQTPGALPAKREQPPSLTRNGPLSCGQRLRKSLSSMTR
Target sequence (P00748 373-615 limits assumed): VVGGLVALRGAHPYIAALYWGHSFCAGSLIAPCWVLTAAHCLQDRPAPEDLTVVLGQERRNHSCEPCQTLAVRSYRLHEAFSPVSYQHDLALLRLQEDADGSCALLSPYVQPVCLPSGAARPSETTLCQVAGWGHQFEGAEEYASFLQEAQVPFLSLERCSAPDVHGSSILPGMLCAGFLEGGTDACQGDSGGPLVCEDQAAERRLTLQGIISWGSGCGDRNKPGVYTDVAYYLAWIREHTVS
p97 ATPase inh: blocks human p97 ATPase activity; P55072; recombinant p97 ATPase, Kinase-Glo ATP luminescence, 3 h; inhibition, % at 8 µM; 220,000 tested, 0.42% active; AID 1481; in the data active means inhibition above about 15%;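 further: 0% = DMSO vehicle and 100% = wells lacking enzyme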
FXIa inh 1536: factor XIa (human) inhibition. P03951. purified FXIa, Boc-Glu-Ala-Arg-AMC fluorogenic substrate. inhibition, % at 5 µM. 220,000 tested, 0.14% active;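 active means inhibition of at least 40%; inactive means inhibition below 40%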;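 further: fluorescence of freed AMC excited at 355 nm; 0% = enzyme without compound and 100% = no enzyme blank; many of its hits are not listed in these tables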
eIF4E-4G inh: inhibitors of eIF4E and eIF4G interaction in translation initiation; inhibition, % at 21.7 µM; TR-FRET eIF4E-eIF4GI(517-606) binding, 2 h; 220,000 tested, 0.37% active; AID 782; P63073+Q04637;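 active means inhibition above about 30%, limit read from the data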;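 further: 0% = full FRET control wells and 100% = background wells lacking eIF4GI fragment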
14-3-3 Bad inh: disrupts binding of bovine 14-3-3 zeta to phospho-Bad peptide; TR-FRET 14-3-3zeta/Dy647-pBad peptide displacement, 1 h; inhibition, % at 21.7 µM; 220,000 tested, 0.71% active; AID 781;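 active means inhibition above about 70%, limit read from the data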;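 further: 0% = full 14-3-3 plus peptide FRET controls and 100% = background without 14-3-3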
Target sequence (P63103 whole entry, looked up): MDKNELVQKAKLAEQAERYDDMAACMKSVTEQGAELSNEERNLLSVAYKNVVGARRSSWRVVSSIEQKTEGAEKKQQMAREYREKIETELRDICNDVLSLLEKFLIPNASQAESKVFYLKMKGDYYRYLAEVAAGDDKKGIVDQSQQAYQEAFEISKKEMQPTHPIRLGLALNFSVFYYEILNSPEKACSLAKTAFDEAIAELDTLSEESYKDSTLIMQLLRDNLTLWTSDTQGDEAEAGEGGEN
The depositor's hits bear a star; . = not tested or not shown; [ ] = dose if it differs, or a comment.

Below each compound – hK5 inh	FXIIa inh 1536	FXIa inh 1536	Wee1 degr inh	p97 ATPase inh	Rad51 HR inh	MDM2 E3 inh	eIF4E-4G inh	14-3-3 Bad inh
COCC(=O)Nc1cc(C)c2c(=O)oc3ccccc3c2n1
→ 6	9	5	0	-2	.	-10	2	1
CC(C)(C)N1C(=O)c2ccc(C(=O)Nc3nccs3)cc2C1=O
→ 7	15	10	-1	-2	.	-15	0	8
Cc1cccc(NC(=O)COC(=O)c2ccccc2-c2nc3ccccc3s2)c1C
→ 0	2	1	-2	-3	-1	-4	3	-5
O=C(Cc1ccccc1)N/N=C/c1ccccc1F
→ -12	7	2	-3	1	-6	-13	1	-2
Cc1cc(S(=O)(=O)N2CCN(c3ccc(F)cc3)CC2)c(C)s1
→ -10	13	5	-2	-7	0	-4	2	-8
COc1c(C)cc(C(=O)C2CCCN(C(=O)c3cc(C)nc(C)n3)C2)cc1C (stereo not drawn)
→ 0	8	-2	3	2	-5	10	-2	-8
CC(=O)NC1=C(C#N)C(c2ccccc2)c2c(ccc3ccccc23)O1 (stereo not drawn)
→ -4	13	1	0	6	-1	-17	8	-9
Cc1cc(Cl)ccc1NC(=O)/C=N/O
→ 3	12	3	-1	-1	28	-2	2	2
CCCN(CCC)C(=O)Nc1cc(Cl)ccc1OC
→ 0	2	-1	1	4	.	-6	3	0
O=C1CN(C(=O)COc2ccc(Br)cc2F)c2ccccc2N1
→ -5	3	-3	-2	0	2	-10	4	6
Cn1c(N)c(C(=O)COC(=O)CCc2c[nH]c3ccccc23)c(=O)n(C)c1=O
→ 16	2	-2	1	-4	7	-22	-7	-11
O=C1NC(Nc2ccccn2)(C(F)(F)F)C(=O)N1c1ccc(F)cc1 (stereo not drawn)
→ -15	18	3	5	-2	1	0	.	.
COCCNc1nc(C(C)(C)C)nc2c1nnn2Cc1ccccc1Cl
→ 2	15	0	1	-4	2	-1	-2	-2
COC(=O)c1ccc(NC(=O)C2CCCN2S(=O)(=O)c2ccc(C)cc2)cc1 (stereo not drawn)
→ -4	9	6	1	3	2	-16	2	-4
CC(=O)Nc1ccc(NC(=O)CNC(=O)COc2ccccc2)cc1
→ -1	8	-3	2	7	-6	-18	-2	-7
O=C(C1CCN(S(=O)(=O)c2cccs2)CC1)N(c1ccccn1)C1CCCCC1
→ -18	5	-4	-2	0	7	-9	2	9
Cc1cc(C(=O)OCC(=O)c2ccc(Br)s2)no1
→ -12	17	1	2	-3	0	-8	-9	-1
CCOc1ccc(C(=O)NCc2ccncc2)cc1OCC
→ -16	0	4	-1	6	0	-6	-3	-7[fluorescence artefact?]
CS(=O)(=O)N(CC(=O)NCCC1=CCCCC1)C1CCCCC1
→ 1	15	-3	1	6	7	-16	2	-5
Clc1nnc(NN=C2CCCC2)c2ccccc12
→ -6	9	6	2	5	.	-1	0	3[fluorescence artefact?]
O=C1N=C(N2CCOCC2)S/C1=C/c1cccs1
→ 11	8	-8	0	3	-8	-7	1[fluorescence artefact?]	-2[fluorescence artefact?]
Oc1ccc(O)c(Cc2nc3ccccc3s2)c1
→ 1	10	-5	5	15*	11	-3	-2	3
CON1C(=O)C(=O)N(OC)C2CCCCC21 (stereo not drawn)
→ 10	2	2	1	1	.	-3	2	2[fluorescence artefact?]
CC(C)c1ccc(NC(=O)C(c2ccccc2)N(C)C(=O)c2cnccn2)cc1 (stereo not drawn)
→ -13	9	-2	-2	-5	-49	-10	0	-9
O=C(O)c1ccc2nc(-c3ccccc3)c(-c3ccccc3)nc2c1
→ -5	23	20	-1	4	.	-13	-6[fluorescence artefact?]	-5
O=C(O)C1C(c2ccccc2)C(C(=O)OCc2ccco2)C1c1ccccc1 (stereo not drawn)
→ -2	14	9	-2	5	5	-3	-3	3
CCCC(=O)OCCNc1cc(Sc2nc3ccccc3[nH]2)c2nonc2c1[N+](=O)[O-]
→ -8	5	3	3	2	1	-11	-3	-12
Cc1ccc(OCc2ccc(C(=O)O)o2)c([N+](=O)[O-])c1
→ -7	13	3	-2	6	2	-16	0	3[fluorescence artefact?]
Cc1ccc(/C=C/C(=O)N2CCCC(C)C2)cc1 (stereo not drawn)
→ -14	7	3	-2	-2	6	-42	8	-5
CCOC(=O)Cc1cc(=O)c2cc(C)ccc2[nH]1
→ 2	7	2	-3	9	.	.	-2	1
O=C(Nc1ccc(N2CCN(Cc3ccccc3)CC2)cc1)c1ncn[nH]1
→ -1	8	-5	0	-3	-6	-17	4	-5
CC1(C(=O)NC2CCCC2)CCC(=O)N1Cc1ccccc1 (stereo not drawn)
→ 0	4	-1	1	4	-2	1	2	-4
C=CCS(=O)(=O)c1cccc2cccnc12
→ 2	3	-4	-2	-7	-6	-18	-1	16
O=C(O)CCn1cnc2ccccc2c1=O
→ -23	7	-6	0	7	-3	-13	-5	1
Cc1ccc(-c2csc3nnc(SCC(=O)N4CCN(Cc5ccccc5)CC4)n23)cc1
→ 2	17	4	-4	4	-3	2	2	12
Cc1ccc(C(=O)Nc2cccc(C(F)(F)F)c2)cc1Nc1ccccn1
→ 0	8	1	.	.	9	9	-3	-3
CC(C)NC(=O)NC(=O)CSc1ccccc1F
→ -2	6	12	8	5	3	-8	3	1
COc1ccc(C(=O)NC(=S)Nc2cccnc2)cc1OC
→ 0	4	0	-2	-2	-6	22	3	-15
CCN(CC)S(=O)(=O)c1ccc2oc(C(=O)NC3CCCc4ccccc43)c(C)c2c1 (stereo not drawn)
→ 4	15	7	-1	1	-6	-4	.	.
O=C(Nc1ccc(NC(=O)c2cccs2)c(Cl)c1)c1ccco1
→ -3	7	-5	3	0	4	0	-4	-7
O=C(Nc1cccc2ccccc12)N1CC=C(c2ccccc2)CC1
→ -13	12	4	-4	-1	0	0	-8	7
Cc1cccc(Nc2nc(N)c([N+](=O)[O-])c(N3CCC(C)CC3)n2)c1
→ -10	13	8	-1	1	-3	-10	4[fluorescence artefact?]	-1
CNC(=O)c1ccsc1NC(=O)c1sc2ccccc2c1Cl
→ -9	11	9	-1	8	.	.	6	39
O=[N+]([O-])c1ccc(C[n+]2cccc3ccccc32)cc1
→ -6	0	-6	0	2	-11	-23	7	15
CC1CC(C)CN(C(=O)Cn2c(=O)n(CCCCC(=O)NC3CCCC3)c(=O)c3ccccc32)C1 (stereo not drawn)
→ -17	-15	-6	-4	-2	-1	-6	-4[fluorescence artefact?]	-9
COc1ccc(-c2cc(-c3ccccc3)nc(-c3ccc4c(c3)NC(=O)CO4)c2)cc1
→ 10	25	14	1	0	3	0	-17[fluorescence artefact?]	-4
O=C1/C(=C/c2ccc(F)cc2)SC(=S)N1N1CCOCC1
→ 0	10	0	-1	-3	.	.	7	-8
COc1ccc(C(=O)OCC(=O)NC2CC2)cc1S(=O)(=O)N1CCOCC1
→ 5	4	-4	1	6	12	-8	1	-20
O=C(NNc1nc(N2CCOCC2)nc(N2CCOCC2)n1)Nc1ccc(Cl)cc1
→ -6	4	-6	1	1	-5	-13	-3	-9
Cc1ccc(-c2csc3ncnc(Nc4ccc(C(=O)O)cc4)c23)cc1
→ -2	4	0	0	14	1	0	4	3

Part of the list above in order of molar mass, lowest first.
Below each compound – hK5 inh	FXIIa inh 1536	FXIa inh 1536	Wee1 degr inh	p97 ATPase inh	Rad51 HR inh	MDM2 E3 inh	eIF4E-4G inh	14-3-3 Bad inh
O=[N+]([O-])c1ccc(C[n+]2cccc3ccccc32)cc1
→ -6	0	-6	0	2	-11	-23	7	15
O=C(Nc1cccc2ccccc12)N1CC=C(c2ccccc2)CC1
→ -13	12	4	-4	-1	0	0	-8	7
COc1ccc(C(=O)OCC(=O)NC2CC2)cc1S(=O)(=O)N1CCOCC1
→ 5	4	-4	1	6	12	-8	1	-20
CC1CC(C)CN(C(=O)Cn2c(=O)n(CCCCC(=O)NC3CCCC3)c(=O)c3ccccc32)C1 (stereo not drawn)
→ -17	-15	-6	-4	-2	-1	-6	-4[fluorescence artefact?]	-9

Next records follow:
Below each compound – hK5 inh	FXIIa inh 1536	FXIa inh 1536	Wee1 degr inh	p97 ATPase inh	Rad51 HR inh	MDM2 E3 inh	eIF4E-4G inh	14-3-3 Bad inh
CC(=O)N1CCc2cc(S(=O)(=O)NCCC(=O)NC3CCCc4ccccc43)ccc21 (stereo not drawn)
→ 3	9	-12	0	-6	.	-13	1	-10
O=C(Nc1nc(-c2ccc(F)c(F)c2)cs1)c1ccc(OCC2CCCO2)cc1 (stereo not drawn)
→ -2	4	6	-1	3	12	-30	4	-2
COc1ccc(NC(=O)C23CCC(C)(C(=O)C2)C3(C)C)cc1 (stereo not drawn)
→ 7	16	6	-1	3	0	-14	2[fluorescence artefact?]	11[fluorescence artefact?]
COc1ccc(NS(=O)(=O)Cc2ccccc2Cl)cn1
→ 0	8	0	-1	7	0	-17	1	-2
COC(=O)[C@H](CCSC)NC(=O)Nc1ccc(OC)cc1OC
→ 8	-1	-27	-1	2	5	-2	-4[fluorescence artefact?]	9[fluorescence artefact?]
COCc1cc(C)nc(NC2CCCCC2)c1C#N
→ 1	16	3	0	-5	-3	-6	-6	4
CN(C)C(=O)c1ccc(Cl)cc1[N+](=O)[O-]
→ 3	9	0	-1	2	-24	-10	-1	-1
O=C(CSc1nc2ccccc2c(=O)n1CCCC(=O)N1CCCC1)NCc1ccco1
→ -9	11	11	-1	-6	-6	-6	6[fluorescence artefact?]	0
CCn1ncc(Br)c1C(=O)Nc1ncc(C)s1
→ -2	5	5	-1	5	-2	-10	-1	-7
CSc1cccc(NC(=S)N2CCC(N(C)C(C)C)CC2)c1
→ -1	5	-2	-3	5	-4	13	1	-7
CCOC(=O)c1c[nH]c2nc(C)ccc2c1=O
→ .	8	-3	5	-1	.	.	12	10
